# SMN2 splice enh = qHTS Assay for Enhancers of SMN2 Splice Variant Expression | actives 2.8% (n = 210,000) | Potency, µM (doses to about 46.1 µM), inactives show at the highest dose activity change, positive = activation, hits mostly activators | HEK293 SMN2-luciferase splicing reporter, luminescence, 30-36 h; active means well fitted activation curve with a large enough effect; inconclusive means small, poorly fitted or top-dose-only effect; inactive means no such curve, though single readings can be large or run the other way; further: % of control where 0% means no effect; nearly all actives have a fitted effect of over 55% in size
#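 qHTS luciferase splicing reporter: luminescence rises when SMN2 exon 7 is included in transfected HEK293 cells. Compound exposure lasted 30-36 h at 37C, with 4.5 mM final sodium butyrate as control, followed by a ONE-Glo read.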
# * = called active by the depositor; ? = inconclusive; [ ] = another dose, or the depositor's remark. Potency means the concentration at half of the fitted maximal effect. Some of the compounds tested; count on the stated rates, not on these rows.
smiles	SMN2 splice enh
COc1ccccc1NC(=O)CSc1nnc2c(n1)[nH]c1ccccc12	-27%
COc1ccc(NC(=O)CSC2=Nc3ccccc3C3=NC(CCC(=O)NC4CCCCC4)C(=O)N23)cc1Cl (stereo unspecified)	-2%
CCOc1ccc(N(CC(=O)NCc2ccccc2Cl)S(=O)(=O)c2c(C)[nH]c(=O)[nH]c2=O)cc1	-2%
CCc1nc(C)cn1S(=O)(=O)c1ccc(Cl)c(Cl)c1OC	-76%[inhibitor]
Cc1c(NC(=O)c2ccc(-c3cccc([N+](=O)[O-])c3)o2)cccc1-c1nc2cc(Cl)ccc2o1	?
COc1ccccc1CNC(=O)CN(c1ccc(C)cc1)S(=O)(=O)c1c(C)noc1C	3%
CCC(C)n1c(=N)c(C(=O)NCc2ccco2)cc2c(=O)n3cc(C)ccc3nc21 (stereo unspecified)	-1%
O=C(Cc1ccccc1)Nc1c(C(=O)c2ccccc2)oc2ccccc12	-7%
CCCCCc1ccc(-c2ccc(Br)cc2)nc1	-1%
N#Cc1c(C(F)(F)F)cc(-c2cccs2)nc1SCC(=O)Nc1cccc(Br)c1	10%
CCOC(=O)c1ccc(NC(=O)/C(C#N)=C/c2ccc(OC)cc2)cc1	-3%
COc1ccccc1-c1ccnc2[nH]n(-c3ccccc3)c(=O)c12	4%
COc1cc(C2CC(=O)Nc3cc4c(cc32)OCCO4)cc(OC)c1O (stereo unspecified)	16%
Cc1cccc(/C=C(\C#N)c2nc3ccccc3c(=O)[nH]2)c1	-1%
CC(=O)c1cccc(NC(=O)CCCN2C(=O)COc3ccc(C)cc32)c1	-3%
NC(=O)C1(N2CCCCC2)CCN(C(=O)Nc2ccc(F)cc2)CC1	-3%
COc1cccc(NC(=O)C2CC(=O)N(c3ccc(Br)cc3)C2)c1 (stereo unspecified)	1%
CCC(=O)N1CCc2cc(Br)cc(S(=O)(=O)N3CCCC(C(=O)NCc4cccc(OC)c4)C3)c21 (stereo unspecified)	7%
CCCn1c(=NC(=O)c2cc3ccccc3o2)c(C(=O)OCC)cc2c(=O)n3ccccc3nc21	6%
Cc1cccc(Cn2c(SCc3ccc(C(=O)NCc4cccs4)cc3)nc3ccncc32)c1	7%
COc1ccc(OCC(=O)Nc2ccc(-c3nc4cc(C)c(C)cc4o3)cc2)cc1	0.56µM*
O=C(NCc1ccc2c(c1)OCO2)c1ccc2c(c1)N(Cc1c(F)cccc1Cl)C(=O)c1ccccc1S2	2%
COc1ccc2nc(NS(=O)(=O)c3ccc(C)cc3)c(Nc3cc(Cl)ccc3OC)nc2c1	-7%
CCOc1ccc(-c2cc3nc(C4CCN(C(=O)OC(C)(C)C)CC4)c(C(=O)Nc4ccc(C)cc4Cl)cn3n2)cc1	-7%
CCc1ccc(-n2c(=O)c3ccccc3n(CC(=O)NCCc3ccc(OC)c(OC)c3)c2=O)cc1	-3%

# Other results:
smiles	SMN2 splice enh
Cc1ccc(-c2nnc(Nc3cccc(Cl)c3)c3ccccc23)cc1S(=O)(=O)N1CCOCC1	-8%
Cc1cc(-c2ccccc2)nc2cc(C(=O)Nc3ccc(Cl)c(Cl)c3)nn12	-6%
Cc1cc(Br)cc2c1N(Cc1ccccc1OC(C)C)C(=O)C2=O	0%
Cc1ccc(-c2nc(NC(=O)CSc3nc(C)nc4sc5c(c34)CCCC5)ns2)cc1	1%
COC(=O)c1cc2oc3ccccc3c2n1CC(=O)Nc1ccc(C)cc1C	0%
COCCCn1c(=N)c(C(=O)NCc2ccco2)cc2c(=O)n3cccc(C)c3nc21	-6%
CCOc1ccc(-c2nc(C(N)=O)c3c(n2)n(-c2ccc4c(c2)OCO4)c(=O)n3CC)cc1	2%
CCc1nn(CC(=O)NCc2cccc(OC)c2)c(=O)c2cc3cc(F)ccc3n12	-6%
CCN1CCSc2ccc(C(=O)NCc3cccc(F)c3)cc21	6%
COc1cc(/C=C(\C#N)c2nc3ccc(C)cc3[nH]2)ccc1OCc1ccc(C)cc1	-6%
COc1cc(C(=O)NCCCc2nc3ccccc3n2CC(C)C)cc(OC)c1OC	4%
Cc1ccccc1C(=O)N(Cc1ccc(N(C)C)cc1)CC1CCCO1 (stereo unspecified)	6%
Cc1ccc(-c2nnc(Nc3ccccc3)c3ccccc23)cc1S(=O)(=O)N1CCN(C)CC1	-3%
CCc1nn(CC(=O)NCc2ccc(C)cc2)c(=O)c2cc3occc3n12	-5%
COC(=O)c1c(NC(=O)C2c3ccccc3Oc3ccccc32)sc2c1CCC(C)C2 (stereo unspecified)	-3%
COc1ccc(-c2nc3ccccc3s2)cc1NC(=O)COc1ccccc1C	8%
Cc1cccc(-c2nc3ccccc3n2Cc2ccccc2)c1	16%
CCSc1nnc(NC(=O)c2cc(=O)c3cc(C)c(C)cc3o2)s1	?
CCN(CC)c1ccc2nc3c(=O)n(C)c(=O)n(C)c3nc2c1	-18%
CCOC(=O)c1ccc2c(c1)sc1nc(-c3ccc(OCC)cc3)cn12	7%
Cc1ccc(Cn2c(=O)c3cccnc3n(Cc3ccc(F)cc3)c2=O)cc1	-5%
Cc1cccc(C)c1NC(=O)NCCc1c[nH]c2ccccc12	-9%
CCCCn1c(CNC(=O)c2ccc(OC)cc2)nnc1SCC(=O)Nc1ccccc1	-4%
O=C(CC1NCCNC1=O)Nc1cccc(F)c1 (stereo unspecified)	10%
Cc1ccc(OCC(=O)N(Cc2ccc(Cl)cc2)Cc2ccco2)cc1C	-4%

# (further entries)
smiles	SMN2 splice enh
Cc1cccc(NC(=O)Cn2c(=O)oc3cc(S(=O)(=O)NCc4ccccc4)ccc32)c1	0%
COc1ccccc1N(C)C(=O)Cn1c(=O)oc2cc(S(=O)(=O)N3CCCC3)ccc21	-20%
Cc1ccc(NC(=O)CSc2nnc3nc(C)cc(C)n23)cc1	-3%
COc1ccc(C2c3c(oc4cc(C)cc(C)c4c3=O)C(=O)N2Cc2ccco2)cc1OC (stereo unspecified)	4%
CC1CCCCN1CC(=O)N1CCCc2c1c(=O)oc1ccc(OCc3ccccc3)cc21 (stereo unspecified)	-41%[inhibitor]
COc1cc2c(=O)n(CCC(=O)NCC3CCCO3)c(=O)n(CC(=O)Nc3c(C)cccc3C)c2cc1OC (stereo unspecified)	-4%
CCn1cc(/C=C(\NC(=O)c2ccc(C)cc2)C(=O)NCCCn2ccnc2)c2ccccc21	3%
CSc1ccc(CCNC(=O)CCc2c(C)nc3ncnn3c2C)cc1	-5%
Cc1ccc(NC(=O)Cn2c(=O)oc3cc(S(=O)(=O)N4CCCCC4)ccc32)c(C)c1	-31%[inhibitor]
CCn1c2ccccc2c2cc(CN3CCN(Cc4cc(OC)c(O)c(OC)c4)CC3)ccc21	-9%
COc1ccccc1NC(=O)C(Cc1ccccc1)NS(=O)(=O)c1cccc2nsnc12 (stereo unspecified)	-10%
CCOC(=O)c1ccc(N2C(=O)c3[nH]nc(-c4ccc(OC)cc4)c3C2c2cccc(O)c2)cc1 (stereo unspecified)	-31%
C#CCn1c(/C=C/c2ccc(Cl)cc2)nc2ccccc21	2.5µM*
Cc1ccc(CNC(=O)Cn2c(=O)n(-c3ccc(Cl)cc3)c(=O)c3c(C)c(C)sc32)cc1	-14%
COc1ccc(NC(=O)CSc2nc(-c3ccccc3)c3ccccc3n2)cc1	-6%
CCOC(=O)CCc1c(C)c2cc3c(c(C)c2oc1=O)OCN(CCc1ccccc1OC)C3	-6%
Clc1ccc(CCNC(c2ccc(Cl)cc2)c2nnc(-c3ccccc3)o2)cc1 (stereo unspecified)	-7%
Cc1oc2ccc(O)c(CN3CCN(C)CC3)c2c1C(=O)Nc1ccccc1	8%
CCOc1ccc(Nc2nn(-c3ccc(OC(F)(F)F)cc3)nc2C(C)=O)cc1	10%
Cn1cc(C(=O)NCc2ccccc2)c(=O)c2cc(S(=O)(=O)N3CCOCC3)ccc21	12%
CC1=C(C(=O)Nc2ccccc2)C(c2cccs2)n2nc(SCc3ccccc3F)nc2N1 (stereo unspecified)	-1%
COc1cccc(-c2cc(C(F)(F)F)nc(NCc3ccc(F)cc3)n2)c1	-14%
CCCN(C(=O)Cc1c(C(=O)O)[nH]c2ccc(Cl)cc12)c1ccc(OCC)cc1	-1%
COc1ccccc1-c1noc(CCCC(=O)Nc2cc(C)ccc2C)n1	0%
COc1ccc(-n2c(=O)c3ccccc3n(CC(=O)NCCc3ccccc3)c2=O)c(OC)c1	-2%

# An excerpt from further up, as a working copy:
smiles	SMN2 splice enh
COc1ccccc1NC(=O)CSc1nnc2c(n1)[nH]c1ccccc12	-27%
COc1ccc(NC(=O)CSC2=Nc3ccccc3C3=NC(CCC(=O)NC4CCCCC4)C(=O)N23)cc1Cl (stereo unspecified)	-2%
CCOc1ccc(N(CC(=O)NCc2ccccc2Cl)S(=O)(=O)c2c(C)[nH]c(=O)[nH]c2=O)cc1	-2%
CCc1nc(C)cn1S(=O)(=O)c1ccc(Cl)c(Cl)c1OC	-76%[inhibitor]
Cc1c(NC(=O)c2ccc(-c3cccc([N+](=O)[O-])c3)o2)cccc1-c1nc2cc(Cl)ccc2o1	?
COc1ccccc1CNC(=O)CN(c1ccc(C)cc1)S(=O)(=O)c1c(C)noc1C	3%
CCC(C)n1c(=N)c(C(=O)NCc2ccco2)cc2c(=O)n3cc(C)ccc3nc21 (stereo unspecified)	-1%
O=C(Cc1ccccc1)Nc1c(C(=O)c2ccccc2)oc2ccccc12	-7%
CCCCCc1ccc(-c2ccc(Br)cc2)nc1	-1%
N#Cc1c(C(F)(F)F)cc(-c2cccs2)nc1SCC(=O)Nc1cccc(Br)c1	10%
CCOC(=O)c1ccc(NC(=O)/C(C#N)=C/c2ccc(OC)cc2)cc1	-3%
COc1ccccc1-c1ccnc2[nH]n(-c3ccccc3)c(=O)c12	4%
COc1cc(C2CC(=O)Nc3cc4c(cc32)OCCO4)cc(OC)c1O (stereo unspecified)	16%
Cc1cccc(/C=C(\C#N)c2nc3ccccc3c(=O)[nH]2)c1	-1%
CC(=O)c1cccc(NC(=O)CCCN2C(=O)COc3ccc(C)cc32)c1	-3%
NC(=O)C1(N2CCCCC2)CCN(C(=O)Nc2ccc(F)cc2)CC1	-3%

# (listing goes on)
Cc1c(Cl)cccc1NC(=O)c1noc2c1CCCC2
- SMN2 splice enh: ?

Cc1c(C(=O)OC2CCCCC2)[nH]c2c1C(=O)CC(c1ccc(C(C)(C)C)cc1)C2 (stereo unspecified)
- SMN2 splice enh: 15%

CCCCN(CC)CCCNC(=O)c1cn(C)c(=O)c2c1c1ccccc1n2C
- SMN2 splice enh: 0%

Clc1ccccc1-c1nnc(SCc2nc(-c3ccccc3)no2)n1-c1ccccc1
- SMN2 splice enh: -47%[inhibitor]

CN(CCCNC(=O)c1cc2c(=O)n(C)c3ccccc3c2s1)Cc1ccccc1
- SMN2 splice enh: 8%

CCOC(=O)CNC(=O)c1cc2c(=O)oc3ccccc3c2s1
- SMN2 splice enh: 10%

Cc1ccc(C(=O)Nc2ccc3oc(-c4cccnc4)nc3c2)c(Cl)c1
- SMN2 splice enh: -5%

Cc1cccn2c(=O)c3cc(C#N)c(=O)n(-c4nnc(SCc5ccc(Cl)cc5)s4)c3nc12
- SMN2 splice enh: -2%

CCC(=O)N1CCc2cc(Br)cc(S(=O)(=O)CCC(=O)N3CCN(c4ccccc4F)CC3)c21
- SMN2 splice enh: -4%

Cc1ccc2oc(C(=O)Nc3ccc(S(=O)(=O)N4CCCC(C)C4)cc3)cc(=O)c2c1 (stereo unspecified)
- SMN2 splice enh: 9%

CCC(C(=O)NCc1cc(OC)ccc1OC)n1nc(C)c2sc3ccccc3c2c1=O (stereo unspecified)
- SMN2 splice enh: 1%

CCOC(=O)N1CCN(c2ncc3c(n2)CC(c2ccc(OC)c(OC)c2)CC3=O)CC1 (stereo unspecified)
- SMN2 splice enh: -11%

Cc1ccc(CN2CCC(CNC(=O)Nc3cccc(Cl)c3C)C2)cc1 (stereo unspecified)
- SMN2 splice enh: -11%

O=C(CSc1nc(-c2ccccc2)[nH]c1-c1ccc(F)cc1)NC1CCCC1
- SMN2 splice enh: -10%

CCOc1ccc(NC(=O)CNS(=O)(=O)c2ccc(Br)s2)cc1
- SMN2 splice enh: -9%

O=C(NCc1ccccc1)c1nc(S(=O)(=O)Cc2ccc(F)cc2)ncc1Cl
- SMN2 splice enh: ?

COc1ccc(-c2cc(C(F)(F)F)nc(SCC(=O)NCc3ccc(OC)c(OC)c3)n2)cc1
- SMN2 splice enh: -22%

COc1ccc(NC(=O)Cc2c(C(=O)O)[nH]c3ccccc23)cc1OC
- SMN2 splice enh: 10%

CCC(C)NC(=O)c1ccc2c(c1)N(Cc1ccccc1F)C(=O)c1ccccc1S2=O (stereo unspecified)
- SMN2 splice enh: -1%

CCCSc1ncc(Cl)c(C(=O)N(Cc2cccc(Cl)c2)C2CCS(=O)(=O)C2)n1 (stereo unspecified)
- SMN2 splice enh: -5%

O=C(CCS(=O)(=O)c1nc(-c2cccs2)cc(C(F)(F)F)n1)Nc1ccc(OC(F)(F)F)cc1
- SMN2 splice enh: -7%

COc1ccc(S(=O)(=O)N2Cc3ccccc3CC2C(=O)Nc2cc(Cl)ccc2Cl)cc1 (stereo unspecified)
- SMN2 splice enh: -30%

O=C(Cn1ncc2c3ccccc3n(Cc3ccccc3F)c2c1=O)NCc1ccccc1Cl
- SMN2 splice enh: -1%

CCc1cccc(NC(=O)Cn2c(=O)n(-c3cccc(Cl)c3)c(=O)c3c2c2cc(C)ccc2n3C)c1
- SMN2 splice enh: 4%

COc1ccc(NC(=O)C(=O)NCc2ccco2)c(OC)c1
- SMN2 splice enh: 0%

COc1ccc(CCNC(=O)CN2C(=O)COc3ccc(S(=O)(=O)N4CCCC4)cc32)cc1OC
- SMN2 splice enh: ?

CCc1cccc(NC(=O)C(Cc2ccccc2)n2cccc2)c1 (stereo unspecified)
- SMN2 splice enh: -9%

COc1cccc(NC(=O)CSc2nc(-c3ccccc3)nc3c2Cc2cc(Cl)ccc2O3)c1
- SMN2 splice enh: -6%

Cn1c(=O)oc2cc(S(=O)(=O)N3CCC(C(=O)N4CCN(c5ccccc5F)CC4)CC3)ccc21
- SMN2 splice enh: -10%

# Source: PubChem (National Center for Advancing Translational Sciences (NCATS))
